KDM5B inh: inhibitors of human KDM5B histone demethylase | KDM5B demethylase, FDH-coupled NADH fluorescence (FDH is formaldehyde dehydrogenase) | Potency, µM (series often up to 57.7 µM), without a hit: at the top dose activity change, negative = inhibition, actives largely listed as inhibitors | 220,000 tested, 2.6% active | AID 1347165; active = well fitted inhibition curve with a large enough effect; inconclusive = small, poorly fitted or top-dose-only effect; inactive = no such curve, though single readings can be large or run the other way; note: 0% is about no effect; nearly all actives have a fitted effect of over 70% in size
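Measured: NADH fluorescence change, 30 min, RT. System: KDM5BΔAP 200 nM final, H3K4me3 peptide, α-KG, Fe(II), ascorbate, NAD⁺ plus FDH, pH 7.5 HEPES. Compounds: titrated, 10 min pre-incubation with enzyme.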
Active calls of the source: *; ? = inconclusive; & = joins results of further samples; [ ] = dose if it differs, or a comment. Potency is the fitted concentration of half-maximal effect.

SMILES | KDM5B inh
O=C(c1cn2ccsc2n1)N1CC[C@@H](c2ccc3c(c2)OCO3)[C@H](O)C1 | -14%
COc1cccc(N2CCN(C(=O)C3CCCN(S(=O)(=O)c4ccc5c(c4)oc(=O)n5C)C3)CC2)c1 (centres undefined) | 7%
CSc1sc(C(=O)NC(=O)NCc2cccnc2)c(C)c1-c1ccon1 | -5%
NC(CO)C12CC3CC(CC(C3)C1)C2 (centres undefined) | -3%
COc1ccc(OC)c(NC(=O)CC2C(=O)NCCN2C(=O)C(F)(F)F)c1 (centres undefined) | -8%
CN(C(=O)c1cc(-c2ccccc2O)on1)c1ccccc1 | 12%[11.5 µM]
CN(C)c1cc(CNC(=O)c2ccc3c(c2)CCC(=O)N3)ccn1 | -13%
CCC(=O)C1=C(c2ccc3c(c2)CCCC3)N(C(=O)CC)n2c(CC)nnc2S1 | -5%
Cc1cccc(-c2noc(-c3ccccc3Br)n2)c1 | 20%
Cc1cc(C)cc(C(=O)N2CCCC(n3cc(-c4noc(C)n4)nn3)C2)c1 (centres undefined) | 7%

By substructure, the compounds so far with a halogen.
SMILES | KDM5B inh
COc1ccc(OC)c(NC(=O)CC2C(=O)NCCN2C(=O)C(F)(F)F)c1 (centres undefined) | -8%
Cc1cccc(-c2noc(-c3ccccc3Br)n2)c1 | 20%

Back to the main list with the three entries that preceded the break.
SMILES | KDM5B inh
CCC(=O)C1=C(c2ccc3c(c2)CCCC3)N(C(=O)CC)n2c(CC)nnc2S1 | -5%
Cc1cccc(-c2noc(-c3ccccc3Br)n2)c1 | 20%
Cc1cc(C)cc(C(=O)N2CCCC(n3cc(-c4noc(C)n4)nn3)C2)c1 (centres undefined) | 7%
COc1ccc(C(=O)Nc2nc3c(s2)C[C@@H]2[C@](C)(CO)[C@H](O)CC[C@@]2(C)[C@@H]3CC(=O)N2CCOCC2)cc1 | ?
CC(C)c1ccc(-c2cc(C3CC3)nc(N)c2C#N)cc1 | ?
Cc1ccc(-c2cc3ncc4c(n3n2)-c2cc(C)ccc2OC4)cc1 | ?
O=C(C1CC1)N1CCc2cc(Br)cc(S(=O)(=O)N3CCN(c4ccccc4F)CC3)c21 | -35%
CN(Cc1ccccc1)S(=O)(=O)c1ccc(Cl)c(C(=O)Nc2cccc3cccnc23)c1 | -1%
O=C(CCCc1ccccc1)N1CCCC(c2nc(C3CCOCC3)no2)C1 (centres undefined) | ?
CCOc1c(/C=C/c2ccc3cccc(O)c3n2)cccc1OC | -26%
COc1cccc(CC(=O)N2CCCC(c3noc(COc4ccccc4F)n3)C2)c1 (centres undefined) | 6%
COc1ccc(Cc2nnc(SCC(=O)Nc3ccc(Br)c(C)c3)n2C)cc1 | -7%
COc1ccccc1-c1nc2nccc(-c3cc4ccccc4o3)n2n1 | 25µM*

The final 2 entries of the section above are carried over, then new ones follow.
SMILES | KDM5B inh
COc1ccc(Cc2nnc(SCC(=O)Nc3ccc(Br)c(C)c3)n2C)cc1 | -7%
COc1ccccc1-c1nc2nccc(-c3cc4ccccc4o3)n2n1 | 25µM*
CN(C)c1ccc(/C=C(\C#N)c2nc(-c3ccc(Cl)c(Cl)c3)cs2)cc1 | 3%
CS(=O)(=O)N(CC(=O)N1CCc2ccccc2C1)c1ccccc1 | 12%
Cc1nn2c(c1-c1ccccc1-c1ccccc1)N(C(=O)c1ccn(C)n1)CCC2 | -11%[86.2 µM]
CN1c2cc(C(=O)N3CCN(c4ccccc4F)CC3)ccc2C(=O)N2CCCC21 (centres undefined) | ?
CCCCN(C)CC(O)Cn1cc(/C=C/C(=O)c2ccc(C)cc2)c2ccccc21 (centres undefined) | ?
COc1c(Cl)cc(Cl)cc1/C=C(\C#N)c1nc2ccc(C)cc2[nH]1 | 10%
O=C(NCC(c1cccs1)N1CCOCC1)c1cc2ccccc2oc1=O (centres undefined) | 10%
CCC[C@H]1CN(C(=O)c2ccc3c(c2)NC(=O)CN3)C[C@@H]1N | 40%
COc1cccc(NC(=O)Cn2nc3c(cc2=O)CCCC3)c1 | -13%
O=C(CCS(=O)(=O)c1ccccc1)N(Cc1cccnc1)c1nc2ccc(F)cc2s1 | ?
Cn1cnc(S(=O)(=O)N[C@@H]2[C@@H](Cc3ccccc3)[C@H]3OCC[C@@H]23)c1 | 7%
CC(C)(C)c1ccc(NC(=O)c2scc3c2CCCC3)cc1 | -18%
CCOCC(=O)N1CCC(N2C(=O)CCC2C(=O)NCc2ccccc2)CC1 (centres undefined) | 12%
CCCc1cc(C(=O)N2CCCC3(CCC(=O)N(CCOC)C3)C2)cs1 (centres undefined) | 26%
CCc1nc2c(c(-c3ccc(O)cc3)n1)CCN(C(=O)Nc1ccccc1)CC2 | 14%
Cc1ccc(S(=O)(=O)Nc2ccc(C(=O)NC3CC3)cc2)cc1 | -3%
O=C(O)c1cc(C(=O)O)c2sc(=O)[nH]c2c1 | 7%
O=C(CN1C(=O)C2(SCC(=O)N2c2ccccc2)c2ccccc21)Nc1ccccc1C(F)(F)F (centres undefined) | -16%
Cn1c(=O)c(=O)n(C)c2cc(NC(=O)c3ccccc3Br)ccc21 | 11%
Cc1cccc(-c2nnc(SCc3coc(-c4cccs4)n3)n2C)c1 | 0%
Cc1ccc(NC(=O)Cn2nnc(C(=O)NCc3ccc4c(c3)OCO4)c2N)cc1Cl | 7%
CC1(C)C(=O)N(CCOc2ccccc2)[C@H]2CN(c3cccc(C(F)(F)F)c3)C[C@@H]2[S+]1(=O)[O-] | -1%
C#CCNC(=O)c1nc(-c2ccccc2OC)c2ccccn12 | 100µM*
c1ccc(CN2CCC[C@H]2c2nc(-c3ccc(OC4CCCCC4)nc3)no2)nc1 | ?
Cc1ccc2c(c1)c(=O)c1ccccc1n2CCCC(=O)Nc1cc(Cl)ccc1C | ?
Cc1cc(=O)n2c3ccccc3n(CC(O)CN3CCC(C)CC3)c2c1C#N (centres undefined) | 8%
CSC1=N/C(=C\c2ccc(-c3cccc(Cl)c3)o2)C(=O)S1 | ?
CCN1CCN(c2oc(-c3ccco3)nc2S(=O)(=O)c2ccccc2)CC1 | -12%
O=C(Cn1c(SCCOc2ccccc2Cl)nc2ccccc21)N1CCOCC1 | -22%
COc1ccc(CN2CCc3nc(C(=O)NCc4cccc(F)c4)oc3CC2)cc1OC | -18%
CC(c1ccccc1Cl)N(C)CCS(=O)(=O)CCC(N)=O (centres undefined) | 3%
Cc1noc(C)c1CCC(=O)N1CCCC(CCc2cccc(F)c2)C1 (centres undefined) | -16%
CCCCc1nc(Cl)c(CN2CCCC(COc3ccccc3C(=O)NC3CC3)C2)[nH]1 (centres undefined) | 13%
O=C1COc2ccc(Nc3ccccc3)nc2CN1Cc1ccccc1 | ?
CCOc1cc(-c2c(-c3ccccc3)ncn2CCNC(C)=O)ccc1OC | -26%
COC(=O)C1=C(C)N(C)C(=O)NC1c1c(OC)ccc2ccccc12 (centres undefined) | 25%
O=C1NC2(CCN(Cc3ccccc3)C2)OCc2ccccc21 (centres undefined) | -21%[86.2 µM]
O=C(Nc1ccc(C(F)(F)F)cc1)N1CCC(N2CCCCC2)CC1 | ?
Cc1cc(C)n2nc(CNC(=O)c3cccc(Cl)c3)nc2n1 | -13%
CSc1ncc(Cl)c(C(=O)Nc2c(C(=O)c3ccc(Cl)cc3)oc3ccccc23)n1 | -9%
COc1nc(C(=O)N2CCC(NC(=O)C3CC3)CC2)cc2ccccc12 | 19%
COc1ccc(N2C(=O)C3(CCCCC3)C2C(=O)NCCCN2CCCC2)cc1 (centres undefined) | -22%
COc1ccc(S(=O)(=O)N2CCOC2CNC(=O)C(=O)NCCN2CCOCC2)cc1OC (centres undefined) | -14%
CCCCC(=O)N1CCN(c2nc(-c3ccco3)c3c(c2C#N)CCCC3)CC1 | ?
CC(C)OCC(O)Cn1c(N2CCCCC2)nc2c1c(=O)[nH]c(=O)n2C (centres undefined) | 4%
Cc1ccc(NC(=O)Cn2ccn3nc4c(c3c2=O)CCCCC4)c(C)c1 | -25%
Cc1ccccc1N(C)C1CN(C(=O)c2ccccn2)C1 | 2%[149 µM]
O=C(NCCCn1cccn1)c1c(OCC2CC2)cc(=O)n2c1CCCCC2 | 2%
O=C(Cn1nc(-c2ccccc2)n(CCc2ccccc2)c1=O)NC1CC1 | 37%
COn1c(-c2ccc(Cl)cc2)nc2ncccc21 | ?

Next part, starting with the last four of the part before.
SMILES | KDM5B inh
Cc1ccccc1N(C)C1CN(C(=O)c2ccccn2)C1 | 2%[149 µM]
O=C(NCCCn1cccn1)c1c(OCC2CC2)cc(=O)n2c1CCCCC2 | 2%
O=C(Cn1nc(-c2ccccc2)n(CCc2ccccc2)c1=O)NC1CC1 | 37%
COn1c(-c2ccc(Cl)cc2)nc2ncccc21 | ?
O=S(=O)(NCc1nnnn1-c1ccccc1)c1ccc(Cl)cc1 | 16%
Cc1ccccc1CNC(=O)CC1CCCN(c2cnn(CC3CC3)c(=O)c2)C1 (centres undefined) | -15%
CO[C@H]1C(=O)N(C2CCN(S(=O)(=O)c3cccs3)CC2)[C@H]1c1ccncc1 | -4%
COCCNS(=O)(=O)c1cc(C(=O)O)cc(-c2ccc(N(C)C)nc2)c1 | -14%
Cc1ncoc1C(=O)N(C)C1CCc2nn(CC3CC3)c(=O)n2CC1 (centres undefined) | -24%
N#Cc1ccc(CNC2(Cc3cc(-c4ccc(F)cc4)on3)COC2)cc1 | 0%[86.2 µM]
CC(C)(C)CN1CC(NS(=O)(=O)c2cccc(Cl)c2)CC1=O (centres undefined) | -7%
CCOC(=O)c1cnc2ccc(C(=O)OC)cc2c1Nc1ccc(OCc2ccccc2Cl)cc1 | ?
COc1ccc(NC(=O)c2ccc(CN3C(=O)NC4(CCOCC4)C3=O)cc2)cc1 | -2%
Cn1nc(-c2ccc(OCC(=O)Nc3ccc(Cl)cc3)cc2)c2ccccc2c1=O | -18%
Cn1nccc1C(=O)NCC1Cn2cccc2C(=O)N1Cc1ccccc1 (centres undefined) | ?
Cc1noc(-c2ccn3c(CNC(=O)c4ccc5ccccc5n4)nnc3c2)n1 | 6.3µM*
CS(=O)(=O)N1CCCN(C(=O)Nc2ccccc2F)CCNC(=O)CC1c1ccccc1 (centres undefined) | -15%
CC(=O)c1ccc(NC(=O)N[C@@H]2C=C(C(=O)N[C@H](C)C(N)=O)C[C@@H](O)[C@@H]2O)cc1 | -28%[86.2 µM]
COCCn1c(CO)nnc1C1CC(NC(=O)c2c(C)noc2C)C1 (centres undefined) | 1%
Cc1ccc(S(=O)(=O)N(C)CC2CCOCC2)cc1C | -2%
O=S(=O)(Nc1nc2ccccc2nc1Nc1ccccc1)c1ccc2c(c1)OCCO2 | -9%
COc1ccc(/C=C(/C#N)c2c(F)cccc2Cl)cc1 | -11%
CCC(=O)N1N=C(c2cn(-c3ccccc3)nc2-c2ccc(OC)cc2)CC1c1ccco1 (centres undefined) | -5%
COc1c(Cl)cc(C(=O)N(Cc2ccccc2F)C2CCS(=O)(=O)C2)cc1Cl (centres undefined) | 0%
Cc1cc(C(=O)N2CCN(c3ncccn3)CC2)nn1C | 16%
CC1CCCN(C(=O)c2ccc(CN3C(=O)NC4(CCS(=O)(=O)CC4)C3=O)cc2)C1 (centres undefined) | 11%
COCCNc1nc(C)nc2c1CCN(C(=O)c1ccoc1)CC2 | 6%
O=C(c1cc2ccccc2oc1=O)N1CCN(S(=O)(=O)c2ccc(F)cc2)CC1 | 11%
CCOCCCNC(=S)NCc1cccc(COCc2ccccc2)c1 | -16%
COc1ccc(N2CCN(S(=O)(=O)CCNC(=O)Cc3ccc(OC)c(OC)c3)CC2)cc1 | -13%
Cn1ccnc1CN1CCN(CC2(O)CNCCOC2)CC1 (centres undefined) | ?
CCc1nc2c(c(-c3ccc(OC)cc3)n1)CCN(C(=O)c1ccccc1)CC2 | 11%[115 µM]
Cc1ccc(-c2cnc(SCC(=O)Nc3ccccc3)o2)cc1C | 8%
Cn1c(-c2ccccc2)cn2cc(-c3cccc(Br)c3)nc12 | -27%
O=C1c2cc(N3CCOCC3)nc(-c3ccc(F)cc3)c2CN1Cc1ccccc1 | 35µM*
COC(=O)c1c(NC(=O)CCCOc2ccccc2C)sc2c1CCC(C)C2 (centres undefined) | -10%
CC(C)c1ccc(S(=O)(=O)N2CCC3(CC2)OCCO3)cc1 | -13%
CN(C)C(=O)c1ccc(OC2CCN(C(=O)c3ccc(Cl)cc3)CC2)nc1 | -8%
CCn1cc(C(=O)N2CCN(c3cc(C)ccc3C)CC2)c(=O)c2cc(S(=O)(=O)N(C)C3CCCCC3)ccc21 | 17%
COc1ccccc1CNC(=O)COC(=O)c1cccc(S(=O)(=O)N2CCCC2)c1 | 24%
Cn1c(CNC(=O)c2ccco2)nnc1SCC(=O)N1CCN(c2ccccc2F)CC1 | 8%
O=C(NCCc1ccc(F)cc1)c1ccccn1 | 25%
Cc1ccc(C(=O)N2CCCN(c3cc(-c4ccc(F)cc4)[nH]n3)CC2)cc1 | -19%
O=C(O)c1ccccc1C(=O)N1Cc2[nH]cnc2C[C@H]1c1nc(-c2ccc(C(F)(F)F)cc2)no1 | -39%
CCOCCn1c(CN2CCN(C(=O)OCC)CC2)nc2c1c(=O)[nH]c(=O)n2C | -7%
Cc1cc(C)cc(NS(=O)(=O)c2cc3c(cc2C)NC(=O)CO3)c1 | 8%
COc1ccc(-c2nc3c(c(SCC(=O)Nc4ccccc4)n2)COC(C)(C)C3)cc1 | -7%
Cc1ccc2nc(CO[C@H]3CN(c4ccc(C#N)cn4)C[C@H]3F)[nH]c2c1 | 18µM*
CCn1c(-n2nc(C)c(C)c2C)nc2c1c(=O)n(CC(=O)OC)c(=O)n2C | -3%
CC(/C=C/c1cccnc1)=C\C(=O)O | 4%&-1%
COc1ccc(CCCc2nnc(SCC(=O)Nc3ccc(C)c(C)c3)o2)cc1 | ?

Assay outcomes as filed in PubChem BioAssay.

These rows are one share of the data. The share of hits here may be higher or lower than overall.
